# Screening results (PubChem BioAssay)
# IL1B NFkB pot: enhances IL-1B driven NFkB nuclear translocation; HUVEC IL-1B NFkB p65 nuclear translocation imaging; activation, % at 2 µM; actives 0.3% (n = 94,000);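 active means activation above 40%, about the mean plus 3 SD, also judged a hit on visual image review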;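 further: percent activation is computed from the nuclear over cytoplasmic p65 intensity ratio; values of inactives mirror those of a sister screen read the other way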
# Bcl-B displacement: displacers of TR3 peptide from Bcl-B, primary screen, selectivity assay for Bfl-1 inhibitor project, biochemical, fluorescence polarization | FP displacement of FITC-TR3 peptide from Bcl-B; higher % means a stronger effect | one-dose displacement, % at 20 µM; IC50 in µM for titrated hits | actives 0.11% (n = 96,000) | AID 748;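 active means displacement above 50% at 20 µM plus a fluorescence interference ratio under 1.5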;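 further: plate controls were wells without compound for no effect and wells lacking Bcl-B protein for full effect; a part of the inactive calls stands beside numbers as strong as those of hits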
# IL1B NFkB inh: blocks IL-1B driven NFkB nuclear translocation in HUVEC cells; HUVEC IL-1B NFkB p65 nuclear translocation imaging; actives 0.43% (n = 94,000); inhibition, % at 2 µM;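 active means inhibition above about 30% together with a positive call from visual inspection of the well image, limit read from the data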;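 further: nuclear over cytoplasmic p65 intensity ratio measured by imaging; 0% = IL-1B stimulated DMSO wells and 100% = unstimulated DMSO wells; values of inactives mirror those of a sister screen read the other way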
# PLAP inhibitors HTS: inhibition of human placental alkaline phosphatase – biochemical, luminescence, HTS (AID 690); purified PLAP, luminescent substrate; higher % means a stronger effect; inhibition, % at 20 µM, or IC50 in µM where a hit was titrated; actives 0.08% (n = 96,000); in the data active means a potency from the dose series; inactive means the rest, 99 in 100 with inhibition below about 30%; further: strong numbers were not always called active
# MRP reversal: reverses drug resistance mediated by MRP | AID 602 | actives 0.04% (n = 85,000) | H69AR cells + 2 uM doxorubicin, CellTiter-Glo, 72 h | differential viability (reversal), % at 10 µM;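 active means viability drop by adding the cancer drug above about 55%, with treated viability meeting a 40% cutoff, limit read from the data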;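 further: viability without doxorubicin minus viability with 2 µM doxorubicin for each compound; larger differential means the compound sensitizes cells more to doxorubicin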
# MRP reversal cytotoxicity: second read-out of MRP reversal, no call of its own (marks repeat the call); viability, %; H69AR cells, CellTiter-Glo, 72 h; measured here: cytotoxicity without doxorubicin
# MRP reversal with doxorubicin: recorded beside MRP reversal, whose call it bears; viability, %; measured here: viability with 2 uM doxorubicin; stronger effect = lower value
# IL1B NFkB inh cell count 2 µM: second read-out of IL1B NFkB inh, no call of its own (marks repeat the call); cell count; measured here: cells passing quality filter;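 raw number of nuclei counted in each imaged well without normalization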
# IL1B NFkB pot cell count 2 µM: recorded beside IL1B NFkB pot, whose call it bears; cell count; measured here: cells passing quality filter
# Starred values were filed as active, the others as inactive; x = not tested or not shown. These rows are one share of the data. The share of hits here may be higher or lower than overall.
SMILES,IL1B NFkB pot,IL1B NFkB pot cell count 2 µM,Bcl-B displacement,IL1B NFkB inh,IL1B NFkB inh cell count 2 µM,PLAP inhibitors HTS,MRP reversal,MRP reversal cytotoxicity,MRP reversal with doxorubicin
CC1(C)c2ccccc2N2CC(=O)NC21/C=C/c1ccco1 (stereo not drawn),-3,160,-44%,3,160,-2%,15,97,82
COc1cccc(C2c3c(-c4cc(Cl)c(C)cc4O)n[nH]c3C(=O)N2Cc2cccnc2)c1 (stereo not drawn),18,144,3%,-18,144,-6%,-1,58,59
COc1ccc(CCNC(=O)COC(=O)c2ccc(Br)o2)cc1OC,-2,159,-5%,2,159,8%,x,x,x
CCOP(=O)(OCC)c1nc(-c2ccc(C)cc2)oc1N1CCOCC1,0,140,x,0,140,x,x,x,x
O=C1CCCN1CC(O)CS(=O)(=O)c1ccc(Cl)cc1 (stereo not drawn),14,176,-4%,-14,176,-1%,x,x,x
Oc1cnn(-c2ccccc2)c1,19,102,0%,-19,102,-10%,x,x,x
CCOc1ccc2nc(COC(=O)c3ccco3)c(C(C)=O)[n+]([O-])c2c1,-11,99,-3%,11,99,2%,-8,77,85
COCCn1ccc(O)c(Cc2ccc(Cl)cc2)c1=O,13,153,-2%,-13,153,9%,x,x,x
O=C(Nc1ccc(Cl)cc1C(=O)Nc1ccncc1)c1ccco1,14,74,1%,-14,74,17%,-5,36,40
OCCN(CCO)Cc1ccc(Br)cc1,x,x,12%,x,x,15%,9,98,89
Nc1nc2ccc(-c3nc4ccccc4o3)cc2s1,9,141,x,-9,141,x,-3,72,75
CCN1CCCC1CNC(=O)CSc1cc(=O)n(CC)c2ccccc12 (stereo not drawn),-12,85,25%,12,85,-18%,16,94,78
CC1CCN(C(NC(=O)c2ccco2)C(=O)c2ccccc2)CC1 (stereo not drawn),5,144,4%,-5,144,-13%,x,x,x
CCOC(=O)c1oc2cc(O)ccc2c(=O)c1-c1ccccc1OC,0,82,12%,0,82,-20%,7,89,83
C=CCc1cccc(/C=N/n2cnnc2)c1O,4,113,61%,-4,113,-8%,x,x,x
CCCCC(NC(C)=O)c1nc2ccccc2n1CCCC (stereo not drawn),x,x,-2%,x,x,-22%,10,87,77
CC(=O)COc1ccc2c3c(c(=O)oc2c1C)CCCCC3,11,178,-7%,-11,178,18%,-8,64,71
O=C1COc2ccc(C(=O)CSc3nnnn3-c3ccccc3)cc2N1,2,159,-1%,-2,159,-2%,4,103,99
O=C(NC1=NCCS1)c1ccc(-c2ccc(Cl)cc2)o1,28,172,-7%,-28,172,6%,2,83,81
CCc1ccc2c(c1)c1nc(C)sc1n2CC(=O)OC,-9,71,-2%,9,71,-9%,20,96,76
C=CCn1c(SCC(=O)c2ccc(Br)cc2)nnc1C(CC(C)C)NC(=O)c1cccs1 (stereo not drawn),6,80,8%,-6,80,17%,-11,67,78
COc1ccc(Cn2nnnc2C(c2cccs2)N2CCN(c3ccc([N+](=O)[O-])cc3)CC2)cc1 (stereo not drawn),-7,160,-4%,7,160,5%,17,76,59
Cc1ccc(S(=O)(=O)c2c(N)n(CCCO)c3nc4ccccc4nc23)cc1,25,203,-1%,-25,203,-58%,-4,83,87
CC1=C(C#N)C(C)C2=C(CC(C)(C)CC2=O)N1 (stereo not drawn),x,x,-2%,x,x,-37%,1,75,74
COC(=O)c1c[nH]n2c(=O)c(Cc3ccc(F)cc3Cl)c(C)nc12,-6,108,-11%,6,108,-5%,-7,78,84
# (further entries)
SMILES,IL1B NFkB pot,IL1B NFkB pot cell count 2 µM,Bcl-B displacement,IL1B NFkB inh,IL1B NFkB inh cell count 2 µM,PLAP inhibitors HTS,MRP reversal,MRP reversal cytotoxicity,MRP reversal with doxorubicin
O=C(NCc1ccc2c(c1)OCO2)c1ccc(N2CCCC2=O)cc1,26,171,-7%,-26,171,-4%,x,x,x
COc1ccccc1NS(=O)(=O)c1cc([N+](=O)[O-])ccc1N/N=C/c1c[nH]c2ccccc12,-14,200,-24%,14,200,-4%,x,x,x
O=C(O)COc1ccc(C(=O)Cc2ccc3c(c2)OCCCO3)c(O)c1,-6,165,-19%,6,165,-11%,12,109,97
CCOc1ccc2c(c1)-c1c(ssc1=S)C(C)(C)N2,20,137,-5%,-20,137,21%,x,x,x
O=C(c1cccnc1)N1CCN(S(=O)(=O)c2ccc(Cl)cc2)CC1,4,181,x,-4,181,x,-10,96,106
CCOC(=O)c1[nH]c2ccccc2c1NC(=O)C(CC)CC,-9,137,4%,9,137,2%,-19,83,102
Cc1nc2sc(C(c3cccc(F)c3)N3CCOCC3)c(O)n2n1 (stereo not drawn),-6,156,-7%,6,156,10%,-3,90,93
COc1cc(NS(=O)(=O)c2ccc(NC(=O)COc3ccc(C)cc3C)cc2)nc(OC)n1,0,170,14%,0,170,-21%,9,96,87
CCN(CC)C(=O)CSc1nc2sc3c(c2c(=O)n1-c1ccc(C)cc1)CC(C)(C)SC3,25,180,-108%,-25,180,-44%,1,90,90
Cc1cc(C)nc(NC(=NCCc2c[nH]c3ccccc23)NC(=O)c2ccco2)n1,27,212,2%,-27,212,-59%,x,x,x
O=C(c1ccccc1)N1CCN2C(=O)c3ccccc3C12c1ccc(Cl)cc1 (stereo not drawn),-4,51,-3%,4,51,-43%,0,67,66
CCOC(=O)CSC1=Nc2ccccc2C2=NC(CC(=O)NCc3cccs3)C(=O)N12 (stereo not drawn),13,126,-3%,-13,126,-8%,10,92,82
Cc1ccc(C2CC(c3ccc(Cl)cc3)n3nc(N)nc3N2)cc1 (stereo not drawn),x,x,4%,x,x,3%,3,92,89
CCOc1cccc2cc(C(=O)NCc3cccnc3)c(=O)oc12,0,118,-7%,0,118,-68%,2,88,86
O=C(Nc1ccsc1C(=O)NC1CCCCC1)c1ccccc1,-5,143,-2%,5,143,2%,x,x,x
Cc1ccn2cc(CCNS(=O)(=O)c3ccc(F)c(C(F)(F)F)c3)nc2c1,22,170,3%,-22,170,-64%,-4,79,83
CCOC(=O)C(O)(CCC(O)(C(=O)OCC)C(=O)OCC)C(=O)OCC,4,133,5%,-4,133,-23%,-1,104,105
Cn1c(SCC(=O)OCC(=O)c2ccccc2)nnc1-c1cccs1,-26,134,-4%,26,134,-14%,-4,96,99
O=C(c1n[nH]c2c1CCCC2)n1ccnc1,x,x,-9%,x,x,-1%,-17,89,106
COc1cc(/C=C(/C#N)c2ccccc2)ccc1Oc1ccc([N+](=O)[O-])cn1,x,x,-9%,x,x,-7%,x,x,x
O=C(COc1ccc(Br)cc1)Nc1ccncc1,-9,147,10%,9,147,19%,-7,96,103
CC(=O)Nc1nc(=S)ss1,3,122,-9%,-3,122,12%,10,94,84
O=C(Nc1nnc(CCOCCOCCc2nnc(NC(=O)c3ccco3)s2)s1)c1ccco1,-2,172,10%,2,172,-96%,x,x,x
Nc1c(C(=O)NCc2ccco2)sc2nc(N3CCOCC3)c3c(c12)CCCC3,1,44,-1%,-1,44,-5%,14,76,62
O=c1nc(N2CCCCCC2)nc(N2CCCCCC2)[nH]1,-6,137,-7%,6,137,20%,x,x,x

# The final five compounds of the part before lead into the next:
SMILES,IL1B NFkB pot,IL1B NFkB pot cell count 2 µM,Bcl-B displacement,IL1B NFkB inh,IL1B NFkB inh cell count 2 µM,PLAP inhibitors HTS,MRP reversal,MRP reversal cytotoxicity,MRP reversal with doxorubicin
O=C(COc1ccc(Br)cc1)Nc1ccncc1,-9,147,10%,9,147,19%,-7,96,103
CC(=O)Nc1nc(=S)ss1,3,122,-9%,-3,122,12%,10,94,84
O=C(Nc1nnc(CCOCCOCCc2nnc(NC(=O)c3ccco3)s2)s1)c1ccco1,-2,172,10%,2,172,-96%,x,x,x
Nc1c(C(=O)NCc2ccco2)sc2nc(N3CCOCC3)c3c(c12)CCCC3,1,44,-1%,-1,44,-5%,14,76,62
O=c1nc(N2CCCCCC2)nc(N2CCCCCC2)[nH]1,-6,137,-7%,6,137,20%,x,x,x
Cc1nc2c(-c3ccccc3)c(C)nn2c(N)c1-c1ccccc1,36,128,x,-36,128,x,-12,56,68
O=C(Nc1ccc(Cl)cc1)N1CC=CCC1,x,x,2%,x,x,6%,0,99,100
CCCc1nc(SCC(=O)Nc2cc(C)on2)c2ccccc2n1,22,135,-10%,-22,135,6%,-25,32,57
O=C(CSc1oc(-c2cccs2)nc1S(=O)(=O)c1ccc(F)cc1)NCC1CCCO1 (stereo not drawn),-3,187,9%,3,187,-30%,-13,83,96
CCOC(=O)NC(CC(=O)O)c1ccc(OC)c(OC)c1 (stereo not drawn),9,175,-4%,-9,175,-13%,4,100,95
CC(C)n1c(=S)[nH]c2ccccc21,3,152,8%,-3,152,-78%,x,x,x
CC1CCC(NC(=O)c2ccc3nc[nH]c3c2)CC1 (stereo not drawn),-5,131,-27%,5,131,-32%,3,95,92
Cc1ccccc1OCc1nnc(SCC(=O)N2c3ccccc3Sc3ccc(Cl)cc32)o1,27,132,1%,-27,132,3%,x,x,x
COc1ccccc1CC(=O)Nc1cc(Cl)ccc1O,x,x,-8%,x,x,0%,12,97,85
O=C(CSc1nnc(CNc2cccc(Cl)c2)o1)OC1CCCCC1,-3,165,14%,3,165,-12%,-18,85,103
O=C1Nc2ccc([N+](=O)[O-])cc2C1(O)N1CCCCC1 (stereo not drawn),1,120,3%,-1,120,2%,x,x,x
CCOC(=O)C1CCN(c2c(N3CCN(c4ccccc4OC)CC3)c(=O)c2=O)CC1,x,x,-3%,x,x,-27%,-4,73,77
CCOC(=O)C(C)Sc1nnc(-c2ccccc2O)n1-c1ccc(C)cc1 (stereo not drawn),-5,174,-2%,5,174,-34%,-24,61,85
O=C(CCN1C(=O)S/C(=C\c2ccccc2)C1=O)N1CCOCC1,11,103,x,-11,103,x,x,x,x
Cc1ccccc1Cn1c(=N)n(CC(=O)c2ccco2)c2ccccc21,-19,196,3%,19,196,-4%,-7,59,66
Cn1c(=O)n(Cc2ccco2)c(=N)c2c3c(sc21)CCC3,14,187,0%,-14,187,5%,-12,73,85
CNC(=O)c1c(O)c2cccc3c2n(c1=O)CC3,1,93,x,-1,93,x,4,103,99
Cc1cc(NC(=O)c2ccc(NC(=O)CC(C)C)cc2)no1,-6,138,-8%,6,138,16%,-2,86,89
CC1CCN(CC(=O)Nc2ccccc2C#N)CC1,4,105,-12%,-4,105,3%,7,95,88
COC(=O)c1[nH]c2ccccc2c1NS(=O)(=O)c1ccc(OC)cc1OC,-4,157,-3%,4,157,2%,0,81,80
COc1cc(S(=O)(=O)N2CCCCC2)ccc1NC(=O)Cc1ccccc1,1,157,10%,-1,157,11%,5,76,70
Cc1cc(OCCNCCO)cc(C)c1Cl,15,172,8%,-15,172,-6%,-4,92,96
CCC(C)c1ccc(NC(=O)c2cccnc2)cc1 (stereo not drawn),7,171,0%,-7,171,16%,-17,74,91
CC(C(=O)N1CCCc2c1c(=O)oc1ccc(O)cc21)N1CCc2ccccc2C1 (stereo not drawn),3,136,-7%,-3,136,7%,9,90,81
O=C1CCOc2cc(OCc3ccccc3)ccc21,2,150,x,-2,150,x,2,85,83
# (further entries)
SMILES,IL1B NFkB pot,IL1B NFkB pot cell count 2 µM,Bcl-B displacement,IL1B NFkB inh,IL1B NFkB inh cell count 2 µM,PLAP inhibitors HTS,MRP reversal,MRP reversal cytotoxicity,MRP reversal with doxorubicin
CCOC(=O)N1CCN(C(=O)C2CCCN(S(=O)(=O)c3ccc(C)cc3)C2)CC1 (stereo not drawn),3,52,2%,-3,52,-44%,9,101,92
Cc1ccc(NC(=O)N2C(=O)C3(OCCO3)c3ccccc32)cc1,-11,110,-4%,11,110,14%,x,x,x
Cn1nc(CC(=O)NCc2ccc(C(F)(F)F)cc2)c2ccccc2c1=O,-16,125,-11%,16,125,5%,8,106,98
CCOC(=O)c1[nH]c(COC(=O)CCCOc2ccccc2)c(C(=O)OCC)c1C,x,x,-48%,x,x,-36%,0,87,87
NC(=O)NCCC1=CCCCC1,-10,148,-3%,10,148,14%,x,x,x
O=C(c1ccc(Cn2c(=O)[nH]c3ccccc3c2=O)cc1)N1CCN(c2ccccn2)CC1,x,x,-2%,x,x,-39%,-9,86,95
O=C1C2CCCN2C(c2ccccc2)N1c1ccc(F)cc1 (stereo not drawn),-8,161,-14%,8,161,-15%,11,101,91
